EPAC1 agonist: activates human EPAC1 exchange factor; AID 720707; 360,000 tested, 0.073% active; Potency, µM (titrated, usually from 154 µM), inactives show top-dose activation, usual class: activators; EPAC1 agonist qHTS, biochemical assay; response scale: 100% = response to 6.5 mM cAMP; O95398; also: potency is read from the fitted curve at half-maximal effect; nearly all actives have a fitted effect of over 60% in size
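Multi-concentration qHTS readout: loss of Rap1B-bound BODIPY-GDP fluorescence driven by 100 nM EPAC1 with excess GDP (50 uM), monitored kinetically at room temperature; agonist response expressed relative to 6.5 mM cAMP.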
IL-2 act: IL-2 activation | IL-2 activation reporter assay, cell-based qHTS; stimulated with anti-CD3/CD4/CD28 beads; in transgenic mouse T cells | 360,000 tested, 0.065% active | activation, % (series mostly up to about 46 µM); in the data active = activation above about 50%; inconclusive = mostly about 30% to 49%; also: 0% is about no effect
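EGFP and DsRed fluorescence is measured by plate cytometry in unstimulated transgenic mouse T cells exposed to compound for 60 minutes, then stimulated 18 hours at 37 degrees C with anti-CD3/anti-CD4 beads plus anti-CD28.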
PLK1 PBD block: inhibitors of human PLK1 polo-box domain binding | Plk1 PBD binding of FITC phosphopeptide, fluorescence polarization | AID 720504 | Potency, µM, without a hit: max response, negative = inhibition, actives largely listed as inhibitors | P53350 | 360,000 tested, 2.8% active; also: potency is read from the fitted curve at half-maximal effect; series mostly up to about 57 µM; % is scaled to controls: 0 for no effect and ±100 for the full control effect; nearly all actives have a fitted effect of over 65% in size
PI5P4Ka inh: inhibitors of human PI5P4K alpha; P48426; PI5P4Kalpha enzyme, ADP-Glo luminescence, 60 min; active compounds read low; max response, %; 330,000 tested, 1.2% active; AID 652105; active = max response of -50% or lower; inconclusive = between -30% and -50%; inactive = -30% or higher; also: value at the top dose of about 77 µM; % is scaled to controls: 0 for no effect and ±100 for the full control effect
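ADP-Glo luminescence end-point read after a 60 min room-temperature kinase reaction of PI5P4Kalpha plus substrate, initiated with ATP at 5 microM final. Buffer: 0.038 M HEPES pH 7.4, EGTA, 0.1% CHAPS, 5% DMSO.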
CCT modulator: changes cytosolic chaperonin activity | purified chaperonin ATPase assay, HTRF ADP detection, 30 min | activity change, % (test concentration not listed), hits read low | 360,000 tested, 0.3% active; in the data active = activity change below about -30%; also: % is scaled to controls: 0 for no effect and ±100 for the full control effect
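TRiC (40 or 20 nM final, by batch activity) in 30 mM Tris pH 7.4, 100 mM KCl, 5 mM MgCl2, 1 mM DTT was treated with compound at 76 uM single dose, then 10 uM ATP, 30 min at 37 °C. ADP was read by HTRF Transcreener.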
WRN inhibitor: blocks human WRN helicase | Q14191 | WRN helicase unwinding, fluorescent forked duplex, kinetic | Potency, µM (top dose mostly 114 µM), for inactives: at the top dose activity change, negative = inhibition, most hits filed as inhibitors | 360,000 tested, 0.46% active | AID 651768; also: potency is read from the fitted curve at half-maximal effect; % is scaled to controls: 0 for no effect and ±100 for the full control effect; nearly all actives have a fitted effect of over 55% in size
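Fluorescence dequenching readout, ex 525 nm/em 598 nm, kinetic mode: forked duplex DNA (100 nM final) with adjacent fluorophore and quencher unwound by WRN (20 nM final) with 2 mM ATP. Compound preincubation 15 min, room temperature.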
EPAC1 antag: blocks human EPAC1 exchange factor; EPAC1 GEF assay, Rap1b-BODIPY-GDP exchange fluorescence; AID 720709; Potency, µM (highest dose often 115 µM), for inactives: at the top dose activity change, negative = inhibition, usual class: inhibitors; 360,000 tested, 0.14% active; O95398;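 also: potency is read from the fitted curve at half-maximal effect; plate controls were vehicle for no effect and positive control for full effect; nearly all actives have a fitted effect of over 50% in size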
EPAC2 ag: agonists of human EPAC2 (RAPGEF4). AID 720711. 360,000 tested, 0.079% active. Potency, µM (series often up to 154 µM), inactives show top-dose activation, actives largely listed as activators. EPAC2 activation, biochemical qHTS; response scale: 100% = 6.5 mM cAMP response; also: potency is read from the fitted curve at half-maximal effect; nearly all actives have a fitted effect of over 50% in size
Target sequence (Q8WZA2 whole entry, looked up): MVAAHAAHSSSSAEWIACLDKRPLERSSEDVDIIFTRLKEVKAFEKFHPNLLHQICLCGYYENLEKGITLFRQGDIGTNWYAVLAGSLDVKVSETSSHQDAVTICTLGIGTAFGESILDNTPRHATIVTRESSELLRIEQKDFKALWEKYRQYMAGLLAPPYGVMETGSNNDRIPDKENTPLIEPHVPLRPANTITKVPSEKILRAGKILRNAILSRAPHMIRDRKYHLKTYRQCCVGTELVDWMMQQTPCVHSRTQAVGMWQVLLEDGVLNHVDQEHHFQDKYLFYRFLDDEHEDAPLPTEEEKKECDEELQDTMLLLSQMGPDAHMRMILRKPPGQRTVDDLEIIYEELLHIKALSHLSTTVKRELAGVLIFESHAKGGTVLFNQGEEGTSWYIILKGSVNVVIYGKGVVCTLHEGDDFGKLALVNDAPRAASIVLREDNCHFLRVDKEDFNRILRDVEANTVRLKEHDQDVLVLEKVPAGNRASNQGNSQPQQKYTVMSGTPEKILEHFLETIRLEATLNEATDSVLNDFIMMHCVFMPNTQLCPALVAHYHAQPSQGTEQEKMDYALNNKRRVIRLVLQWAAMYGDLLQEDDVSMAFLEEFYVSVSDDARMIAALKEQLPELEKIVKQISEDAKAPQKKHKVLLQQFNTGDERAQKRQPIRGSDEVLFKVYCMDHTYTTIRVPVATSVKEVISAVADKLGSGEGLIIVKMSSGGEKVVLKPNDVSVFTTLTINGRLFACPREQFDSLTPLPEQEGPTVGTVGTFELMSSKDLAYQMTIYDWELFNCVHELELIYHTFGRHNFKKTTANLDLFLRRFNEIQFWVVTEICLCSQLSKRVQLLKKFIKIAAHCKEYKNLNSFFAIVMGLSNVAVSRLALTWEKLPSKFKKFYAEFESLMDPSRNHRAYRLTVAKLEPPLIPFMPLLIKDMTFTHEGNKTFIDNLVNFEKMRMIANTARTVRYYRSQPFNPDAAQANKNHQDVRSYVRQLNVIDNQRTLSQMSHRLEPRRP
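Compounds were titrated in qHTS against a Rap1B-BODIPY-GDP (250 nM) complex with EPAC2 (100 nM) and GDP (50 uM). BODIPY-GDP release tracked at 480/540 nm over 30 min at room temperature, normalized to 6.5 mM cAMP.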
The depositor's hits bear a star; ? = inconclusive; . = not tested or not shown. Unless noted, calls follow the shape of the dose curve; as a rule, active = well fitted curve in the direction sought with a large enough effect; inconclusive = small, poorly fitted or top-dose-only effect, or another doubt; inactive = no such curve, though single readings can be large; an effect the other way counts as inactive or inconclusive.

SMILES	EPAC1 agonist	IL-2 act	PLK1 PBD block	PI5P4Ka inh	CCT modulator	WRN inhibitor	EPAC1 antag	EPAC2 ag
CC(C)(C)C1CCC(C(=O)Nc2ccccc2N2CCOCC2)CC1 (stereo not drawn)	-13.6%	-0.6	-2.3%	12.9	-3.4	-5.4%	-9.0%	0.8%
O=C(C[C@H]1CC[C@@H]2[C@H](COC[C@@H](O)CN2Cc2ccc(Cl)cc2)O1)NCCc1ccccc1	-1.8%	0.5	-16.4%	-3.9	.	-0.9%	-18.2%	3.8%
CCn1nc(C(C)C)cc1C(=O)N1CCCC(CO)(Cc2ccc(F)cc2F)C1 (stereo not drawn)	-7.1%	2.1	2.7%	-0.2	-1.9	13.3%	-8.0%	-5.1%
Cc1c(C(=O)NCCN(C)C)n(C)c(=O)c2ccccc12	4.1%	0.0	6.1%	-1.0	0.6	3.1%	-4.7%	4.5%
O=C(c1ccc(Br)o1)N1CCN(CCOc2ccccc2)CC1	-1.6%	0.5	-4.1%	-1.3	-0.4	7.7%	0.0%	3.0%
CC(C)C1Nc2ccc(C(=O)O)cc2C2C=CCC21 (stereo not drawn)	-3.6%	-0.5	?	?	2.6	50.1µM*	-3.2%	-3.0%
CC(C)(C)c1ccc(S(=O)(=O)Nc2ccc(C(O)(C(F)(F)F)C(F)(F)F)cc2)cc1	-18.4%	-1.0	-12.7%	-20.2	-0.2	-14.4%	?	-0.9%
CC[C@H](C)[C@H](NC(N)=O)C(=O)Nc1ccc2c(c1)OCO2	2.2%	-3.2	-5.6%	-6.1	-0.9	0.0%	-8.6%	-1.8%
O=C(CSc1nc2c(c(=O)n1-c1ccc(Br)cc1)SCC2)NCC1CCCO1 (stereo not drawn)	0.0%	0.7	-7.5%	-2.2	-2.5	-1.7%	0.0%	4.9%
COc1cc(OC)c2c(-c3cccc(-c4ccc(OC)c(F)c4)c3)cc(=O)oc2c1	-13.9%	-0.8	-6.2%	-6.8	-0.9	-2.3%	-23.1%	6.3%
O=C(NCc1ccccc1)C1=C[C@@H](c2ccccc2)C[C@@H](OCc2ccc(CO)cc2)O1	-6.8%	-0.4	-4.1%	-1.5	0.5	-4.6%	?	11.6%
COC(=O)c1c(NC(=O)C(=O)N2CCCC2)sc2c1CC(C)(C)OC2	-4.8%	-3.3	-3.4%	0.5	-2.4	10.5%	-2.6%	-3.9%
CCCOC(=O)NC1CCS(=O)(=O)C1 (stereo not drawn)	-2.8%	-0.9	-6.5%	1.0	-6.1	1.7%	2.1%	4.9%
CCN1C[C@@H]2[C@@H]3C(=O)N(C)C(=O)[C@@H]3[C@](Cc3ccccc3)(C(=O)OC)N2C1=NC1CCCCC1	-19.9%	0.2	-15.9%	-0.3	-1.2	4.2%	11.2%	9.7%
CC(=O)N1CCN(c2ccc([N+](=O)[O-])c(NCC3CCCO3)c2)CC1 (stereo not drawn)	-0.5%	-0.4	2.1%	-1.9	-3.3	-0.4%	-10.5%	-7.2%
CCC1=C(OC(=O)N(CC)CC)N2C(=O)OC(=NCCc3c[nH]c4ccccc34)[C@]2(C)[C@H]2C1=CC[C@H]1C(=O)N(CC(=O)OC)C(=O)[C@H]12	1.8%	0.0	4.1%	-2.2	-2.2	3.4%	-4.3%	6.3%
COC(=O)c1ccccc1N=Nc1c(C)n[nH]c1C	-6.9%	0.4	6.6%	-5.2	0.0	-5.2%	-6.0%	3.9%
COc1ccc(S(=O)(=O)N2CCC(C(=O)N[C@H](C(=O)NCc3ccncc3)C(C)C)CC2)cc1	7.0%	-2.1	-4.6%	2.6	0.1	1.5%	-3.7%	0.4%
O=C(Oc1c(CN2CCOCC2)cc(Cl)c2cccnc12)c1cccs1	-5.5%	-0.9	-4.8%	-1.8	1.1	-2.2%	-6.5%	14.4%
Nn1c(SCC(=O)Nc2ccc(F)cc2F)nnc1C1CCCCC1	0.1%	1.7	-1.0%	.	-1.9	-1.5%	-13.8%	5.6%

The closing three compounds of the part above come first, to join the parts:
SMILES	EPAC1 agonist	IL-2 act	PLK1 PBD block	PI5P4Ka inh	CCT modulator	WRN inhibitor	EPAC1 antag	EPAC2 ag
COc1ccc(S(=O)(=O)N2CCC(C(=O)N[C@H](C(=O)NCc3ccncc3)C(C)C)CC2)cc1	7.0%	-2.1	-4.6%	2.6	0.1	1.5%	-3.7%	0.4%
O=C(Oc1c(CN2CCOCC2)cc(Cl)c2cccnc12)c1cccs1	-5.5%	-0.9	-4.8%	-1.8	1.1	-2.2%	-6.5%	14.4%
Nn1c(SCC(=O)Nc2ccc(F)cc2F)nnc1C1CCCCC1	0.1%	1.7	-1.0%	.	-1.9	-1.5%	-13.8%	5.6%
COc1cc(C(Nc2ccccn2)c2ccc3ccc(C)nc3c2O)cc(OC)c1O (stereo not drawn)	-4.8%	-0.6	2.38µM*	-58.4*	-0.3	31.6µM*	?	9.3%
Cn1ncc([N+](=O)[O-])c1C(=O)n1nnc2ccccc21	12.8%	2.1	-8.4%	-0.9	1.5	-5.0%	2.2%	11.4%
CC1CCN(c2ccc3c(c2)S(=O)(=O)c2cccc(C(=O)NC4CCCCC4)c2C3=O)CC1	28.2µM*	8.0	-4.1%	-4.1	-2.5	-4.7%	5.3%	50.1µM*
Cc1cc(NC(=O)CSc2ccc3nnc(-c4ccccc4)n3n2)no1	0.0%	-1.0	-19.5%	.	-0.7	-7.6%	0.0%	0.5%
COc1ccc(NC(=O)Nc2ccccn2)cc1OC	6.3%	-0.5	-3.6%	-5.7	0.2	-3.8%	12.4%	6.1%
COc1ccccc1-n1nc(C(=O)O)c2ccccc2c1=O	3.6%	-0.5	-3.1%	.	-3.0	-7.8%	-3.9%	7.9%
CC1=CC(C)(C)N(C(=O)Nc2ccccc2)c2ccccc21	-7.2%	1.5	-11.4%	2.0	2.0	2.1%	-6.0%	12.2%
CCOc1cc2[nH]c(=O)n(CCC(=O)NCCc3ccccc3)c(=O)c2cc1OCC	4.1%	-1.6	-4.2%	1.2	0.9	-0.6%	0.6%	-11.5%
Cc1sc(NC(=O)CSc2nnc(C)c(=O)[nH]2)c(C#N)c1C	13.2%	-2.3	?	.	0.0	-13.4%	5.3%	12.9%
Cc1ccc(-n2cc(CN3CCNC(=O)CC3)c(-c3cccc(C)c3)n2)cc1	0.4%	-2.4	16.8µM*	-7.3	1.1	-3.3%	-20.7%	-0.7%

Quoted from the listing:
For EPAC1 agonist, Cc1ccc(-n2cc(CN3CCNC(=O)CC3)c(-c3cccc(C)c3)n2)cc1 is entered as 0.4%
For WRN inhibitor, CC1CCN(c2ccc3c(c2)S(=O)(=O)c2cccc(C(=O)NC4CCCCC4)c2C3=O)CC1 is entered as -4.7%

(list continues)
SMILES	EPAC1 agonist	IL-2 act	PLK1 PBD block	PI5P4Ka inh	CCT modulator	WRN inhibitor	EPAC1 antag	EPAC2 ag
Cc1cc(=O)[nH]c2nc3ccccc3n12	2.9%	-1.3	4.5%	-9.1	1.7	7.1%	3.0%	-0.9%
COc1cc(C(=O)NNC(=O)c2ccoc2C)cc(OC)c1OC	1.2%	-0.7	-9.0%	4.0	-1.3	-7.3%	-17.4%	6.7%
COc1ccc(C(=S)N2CCOCC2)cc1OC(=O)c1ccc([N+](=O)[O-])cc1[N+](=O)[O-]	2.5%	-0.5	-20.8%	-11.8	1.5	-3.0%	-12.0%	-1.3%
O=C(Cc1ccc(Cl)c(Cl)c1)Nc1ccccc1N1CCCC1	0.7%	-3.5	-1.1%	5.8	-0.6	-1.0%	14.5%	3.8%
O=C1Cc2ccccc2Sc2c(OCCN3CCCCC3)cccc21	8.1%	-0.8	-6.3%	2.0	2.2	-9.8%	-11.0%	1.7%
CSCCC(NC(=O)c1ccccc1Cl)C(=O)Nc1cccc(S(=O)(=O)N2CCCC2)c1 (stereo not drawn)	-6.4%	1.2	3.5%	4.6	-2.4	1.3%	-3.9%	0.1%
COc1ccc(NC(=O)CNS(=O)(=O)c2cccc3nonc23)c(OC)c1	-6.0%	-0.2	29.9µM*	-9.0	2.0	-10.9%	-6.3%	7.1%
O=C(CCl)NN=C(c1ccccc1)c1ccccc1	-9.3%	-0.3	-18.5%	1.2	4.9	-5.1%	-12.0%	3.4%
CCCn1c(C)cc(C)c(C#N)c1=O	9.1%	-0.3	-1.5%	6.1	-4.3	-9.5%	6.2%	6.9%
O=C(COC(=O)c1n[nH]c2ccccc12)c1cc(F)ccc1F	10.0%	-0.6	-14.9%	-2.8	-2.7	-9.2%	0.2%	12.0%
COC(=O)c1ccc(N2CCN(c3ccccc3)CC2)c(N)c1	2.1%	-1.3	0.7%	3.1	-1.9	3.2%	3.3%	-1.0%
Cc1ccc(C(=O)C(C)OC(=O)c2ccccc2[N+](=O)[O-])cc1 (stereo not drawn)	13.5%	-1.3	-7.4%	2.5	2.4	-9.5%	-21.0%	7.2%
c1ccc(Cn2nnc3cnccc32)cc1	3.9%	-0.6	-8.4%	.	3.5	-9.2%	10.5%	4.0%
COCCNS(=O)(=O)c1ccc(OCC(=O)OC)c(Cl)c1	0.2%	-0.4	-2.6%	.	-1.4	6.5%	3.1%	0.4%
COc1ccc(-n2c(COc3ccccc3)n[nH]c2=S)cc1	12.0%	-0.1	5.6%	-1.1	-0.1	-4.2%	3.3%	6.4%
COC(=O)CCN(C(=O)C1C2CC3CC(C2)CC1C3)c1ccccn1 (stereo not drawn)	0.4%	1.1	-3.5%	-0.7	0.3	3.9%	-2.7%	-3.9%
O=c1cc(CSc2ccccn2)nc(N2CCN(c3ccccc3)CC2)[nH]1	6.4%	-2.8	-9.1%	-1.4	-0.5	-5.2%	4.7%	7.1%
CC(=O)C(Cl)C(=O)Nc1ccccc1 (stereo not drawn)	3.1%	-1.3	2.67µM*	0.5	1.1	-22.4%	-11.5%	-2.5%
Cc1ccc(S(=O)(=O)N(C)c2ccc(OCC(=O)OCc3c(C)noc3C)cc2)cc1	15.9%	-2.3	-7.5%	-1.0	0.0	-1.1%	-6.2%	6.9%
CS(=O)(=O)c1sc(C(=O)NC(=O)Nc2cccc(C(F)(F)F)c2)c2c1C=CCC2	-2.3%	-0.2	-12.1%	0.9	-1.5	5.3%	6.9%	9.8%
Cc1ccc(C(=O)Nc2ccccc2N2CCCC2)s1	3.0%	-0.1	-18.6%	-0.7	-0.6	3.6%	-3.7%	0.5%
Cc1cc(=O)oc(C)c1C(=O)NC1CC(C)(C)NC(C)(C)C1	0.8%	-0.7	-0.1%	-7.8	-1.7	2.8%	1.1%	12.6%
CC(=O)Nc1cccc(C(=O)NC(C)c2ccc(-n3ccnc3)cc2)c1 (stereo not drawn)	1.6%	0.1	-4.5%	0.8	1.0	-0.7%	2.7%	6.6%

Not all compounds are listed. The share of hits here may be higher or lower than overall.
